# High-throughput results as filed in PubChem BioAssay.
# GPR7 antagonist = GPR7 receptor antagonists, primary screen, cell-based, fluorescence, single concentration. GPR7-expressing cells, fluorescence antagonist assay. inhibition, % at 4.4 µM. Neuropeptides B/W receptor type 1 (Homo sapiens), P48145. AID 1861, 2009. 1.1% of 290,000 active; in the data active = inhibition above about 16%, passing the limit was not always enough;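 also: cells stimulated with the agonist NPW; 0% = agonist with vehicle and 100% = vehicle without agonist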
# IMP-1 inh = IMP-1 metallo-beta-lactamase inhibitors, primary screen, biochemical, epi-absorbance readout, Pseudomonas aeruginosa enzyme; purified IMP-1, nitrocefin hydrolysis, epi-absorbance fluorescence; AID 1556, 2009; 0.45% of 290,000 active; inhibition, % at 5.6 µM; metallo-beta-lactamase IMP-1 (Pseudomonas aeruginosa);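 active = inhibition above the mean plus 3 SD of all compounds in the same screening run, cut at about 4.5% in these data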;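 also: 0% = IMP-1 with DMSO and 100% = DMSO wells lacking enzyme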
#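 Material – recombinant IMP-1 enzyme, purified · Amount – IMP-1 0.2 nM before substrate addition · Medium – HEPES buffer pH 7.1 with ZnSO4 and Brij 35 · Timing – 25 °C, 15 min preincubation, 25 min reaction · Measured by – plate fluorescence quenching by hydrolysis product, ex 480/em 530 nm · Read-out – percent enzyme inhibition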
# PHOSPHO1 inh = PubChem AID 1565; Phosphoethanolamine/phosphocholine phosphatase (Homo sapiens), Q8TCT1; recombinant PHOSPHO1, absorbance phosphatase assay; inhibition, % at 13.3 µM; 1.1% of 290,000 active; in the data active = inhibition above about 60%
# NALP1 inh = NALP1 inflammasome inhibitors in reconstituted yeast, colorimetric, S. cerevisiae, triplicate retest. S. cerevisiae NALP1/ASC/caspase-1 growth, X-gal OD620, 72 h. inhibition, % at 10 µM. 0.61% of 280,000 active; in the data active = inhibition mostly above about 24%, no sharp cut-off; inactive = mostly below about 32%; also: some compounds called inactive have numbers as strong as hits
# VIM-2 inh = VIM-2 metallo-beta-lactamase inhibitors, primary screen, biochemical, epi-absorbance readout, Pseudomonas aeruginosa enzyme | purified VIM-2, nitrocefin hydrolysis, epi-absorbance fluorescence | 0.89% of 290,000 active | inhibition, % at 5.6 µM | AID 1527, 2009;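 active = inhibition above the mean of all tested compounds plus 3 SD, cutoff set per screening run, cut at about 7.5% in these data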;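 also: red hydrolysis product quenches plate fluorescence so inhibitors raise well fluorescence; 0% = enzyme with DMSO and 100% = DMSO without enzyme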
# M18AAP inhibitor = PfM18AAP inhibitors, malaria aminopeptidase, primary screen, biochemical, QFRET, recombinant enzyme. M18 aspartyl aminopeptidase (Plasmodium falciparum 3D7). H-Glu-NHMec fluorogenic cleavage. inhibition, % at 7.35 µM. 1.2% of 290,000 active. AID 1822, 2009;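 active = inhibition above the campaign mean inhibition over all tested compounds plus 3 SD, cut at about 28% in these data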;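 also: 0% = plate median of test compound wells and 100% = 2 mM ZnCl2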
# p-CIP stab down = p/CIP-EGFP fusion destabilizers, primary screen, fluorescence, F442A cells; Q05BA5; 16 h; decrease of EGFP signal, % at 10 µM; 0.01% of 290,000 active;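 active = EGFP signal decrease of at least 30% at 10 µM or well 3 SD below plate mean, unless failing retest; inactive = the rest, including hits failing retest or dose response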; also: some compounds called inactive have numbers as strong as hits; many of its hits are not listed in these tables
# IDE inh = human IDE inhibitors in live cells, primary screen, fluorescence polarization, HEK cells, FAbetaB substrate. Insulin-degrading enzyme (Homo sapiens), P14735. FAbetaB cleavage. inhibition, % at 5.59 µM. 0.41% of 320,000 active. AID 434962, 2010;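 active = percent inhibition above the average of all tested compounds plus 3 SD, set per screening campaign, cut at about 16% in these data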;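 also: IDE supplied by intact live HEK cells; FP after avidin binding of uncleaved biotin substrate so inhibition keeps polarization high; 0% = DMSO wells and 100% = 60 µM reference IDE inhibitor Ii1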
# Target sequence (P14735 whole entry, looked up): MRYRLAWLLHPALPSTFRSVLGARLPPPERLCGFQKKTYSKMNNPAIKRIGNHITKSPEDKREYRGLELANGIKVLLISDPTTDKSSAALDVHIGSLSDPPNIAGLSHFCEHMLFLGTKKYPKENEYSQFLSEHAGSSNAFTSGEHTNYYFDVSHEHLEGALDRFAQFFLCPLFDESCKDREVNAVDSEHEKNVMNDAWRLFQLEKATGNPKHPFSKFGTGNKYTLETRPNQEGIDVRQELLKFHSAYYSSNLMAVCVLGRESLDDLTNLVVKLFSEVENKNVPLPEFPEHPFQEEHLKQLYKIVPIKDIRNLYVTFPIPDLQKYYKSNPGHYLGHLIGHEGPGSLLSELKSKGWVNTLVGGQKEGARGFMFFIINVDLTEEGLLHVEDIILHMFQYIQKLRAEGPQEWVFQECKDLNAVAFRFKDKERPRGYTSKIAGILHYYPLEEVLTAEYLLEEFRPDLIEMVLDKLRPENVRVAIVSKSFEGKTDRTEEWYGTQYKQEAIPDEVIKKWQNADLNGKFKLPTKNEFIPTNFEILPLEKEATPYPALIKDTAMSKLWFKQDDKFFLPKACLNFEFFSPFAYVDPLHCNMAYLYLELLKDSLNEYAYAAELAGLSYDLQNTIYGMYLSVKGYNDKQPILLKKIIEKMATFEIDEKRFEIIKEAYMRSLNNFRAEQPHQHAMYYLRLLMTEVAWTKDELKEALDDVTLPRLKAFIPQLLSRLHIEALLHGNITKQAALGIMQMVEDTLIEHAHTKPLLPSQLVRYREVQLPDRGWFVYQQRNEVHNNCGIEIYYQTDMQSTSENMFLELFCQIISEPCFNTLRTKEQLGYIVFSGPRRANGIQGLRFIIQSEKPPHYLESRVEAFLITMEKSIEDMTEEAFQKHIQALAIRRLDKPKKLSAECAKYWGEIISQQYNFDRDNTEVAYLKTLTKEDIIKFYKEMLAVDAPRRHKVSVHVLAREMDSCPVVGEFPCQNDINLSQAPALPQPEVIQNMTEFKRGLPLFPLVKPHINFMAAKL
# IDE cell activ = human IDE activators in live cells, primary screen, fluorescence polarization, HEK cells, FAbeta-B substrate; Insulin-degrading enzyme (Homo sapiens), P14735; FAbeta-B cleavage; 0% vehicle, 100% cell-free pure enzyme wells; activation, % at 5.96 µM; 0.073% of 340,000 active;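 active = activation above the mean of all tested compounds plus 3 SD, set per screening campaign, cut at about 17% in these data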
# * hit, by the source's call; nt = no result given. A portion of the library (hit frequency here may not be typical).
SMILES	GPR7 antagonist	IMP-1 inh	PHOSPHO1 inh	NALP1 inh	VIM-2 inh	M18AAP inhibitor	p-CIP stab down	IDE inh	IDE cell activ
COC(=O)C(O)(c1ccc(N=Cc2ccccc2O)c(C)c1)C(F)(F)F (stereo unspecified)	-3	-2.9	7	39	-5.7	3	-16	4	-3
c1ccc(CN2CCNCC2)nc1	-10	-2.8	26	-3	-1.2	1	-14	-1	3
CCOC(=O)N(c1ccccc1)P1(=S)OCC(C)O1 (stereo unspecified)	-7	-1.1	18	12	-0.1	-8	-3	-2	2
CC(=NCC1CCCO1)c1c(O)n(C2CCCCC2)c(=O)[nH]c1=O (stereo unspecified)	-1	0.2	18	nt	-2.0	-12	-7	4	0
CCCCCCN1CCN(c2ccccc2Cl)CC1	-9	-2.1	20	15	-2.5	-3	11	0	6
Cn1c(O)c(C=NCCOc2ccc(Cl)cc2)c(=O)n(C)c1=O	-6	-1.0	43	14	-0.2	5	0	7	-9
CCOc1cc(/C=C2/C(=O)NC(=O)N(c3ccc(CC)cc3)C2=O)ccc1OC(=O)c1cccs1	-6	-4.8	27	-9	-1.2	0	-5	-3	9
Cc1cc(OCC(=O)N[C@@H](Cc2ccccc2)C(=O)O)c2c3c(c(=O)oc2c1)CCC3	-2	-2.7	34	13	1.6	-10	2	2	2
O=C1NC(=O)C(=CN2CCc3ccccc32)C(=O)N1	-6	-1.6	-67	28	-3.6	3	-13	2	-2
CCCCn1c(=O)c(C(=O)NCc2ccccc2)c(O)c2ccccc21	-36	-2.0	45	1	-2.9	0	0	2	6
CCOC(=O)c1[nH]c(C)c(C(=O)N2CCC3(CC2)OCCO3)c1C	-9	-1.7	22	27	0.4	-9	-4	2	7
S=C(c1ccc(Cl)cc1)N1CCOCC1	-18	-0.5	62*	0	-1.2	-2	-4	-6	6
Oc1ccc(/C=N/NP(=S)(c2ccccc2)c2ccccc2)cc1	1	-0.8	83*	23	-5.7	-26	-8	1	7
C#CCOCOCC#CCN(CC)CC	-3	-2.6	-1	0	-3.7	-5	-13	-3	-1
CCN(CC)c1ccc(N=Cc2c(O)n(-c3ccccc3)c(=O)[nH]c2=O)cc1	-7	-3.4	8	nt	-2.5	18	-18	-1	-8
Cc1ccc(NS(=O)(=O)c2ccc(OCC(=O)N3CCN(C)CC3)cc2)cc1	-4	-1.2	-38	6	0.3	-2	2	2	-5
CCc1nc2ccc(N3CCN(C)CC3)cc2nc1CC	-6	-2.5	-5	5	-0.2	3	8	-2	3
Cc1cccc(NP(=O)(Oc2ccccc2F)Oc2ccccc2F)c1	3	-3.6	-10	13	-3.3	3	5	6	6
Clc1ccc2c(c1)C(OC1CN3CCC1CC3)c1ccccc1CS2 (stereo unspecified)	19	-2.1	-12	39	0.9	-3	0	8	-3
COc1ccc(OCC(=O)N2CCN(Cc3ccc(SC)cc3)CC2)cc1	1	-2.9	-17	-16	1.7	4	-14	8	0
CN(C)CP(=O)(O)CN(C)C=O	4	-1.4	2	8	0.1	-2	7	4	6
c1cncc(CNC2CCCCC2)c1	-18	-3.3	34	0	0.2	-12	-2	2	0
CN1CCC(N(C)c2nc(-c3ccc([N+](=O)[O-])cc3)nc3ccccc23)CC1	24	-2.0	0	23	9.9*	-10	-7	nt	1
Cc1cccc(CCNCc2cc3cc(C)cc(C)c3[nH]c2=O)c1	-3	1.1	nt	4	2.7	14	10	0	0
O=c1c2ccccc2[nH]c(=S)n1-c1cccnc1	0	0.2	12	4	1.2	3	14	5	nt
CC(C)C12CN3CCN(CC(C3)/C1=N\O)C2	0	-1.6	10	-26	-3.9	-13	-11	11	10
O=[N+]([O-])c1ccc(N2CCCNCC2)c2ncccc12	-5	-2.8	36	2	-0.8	8	1	-2	5
COc1ccc2c(c1)CC1(CN2C)C(=O)NC(=O)N(CCc2ccccc2)C1=O (stereo unspecified)	3	-0.2	9	-1	-3.6	7	-12	8	5
Cc1oc(-c2ccccc2F)nc1CS(=O)CC(=O)N1CCC2(CC1)OCCO2 (stereo unspecified)	1	-1.3	14	13	-0.8	0	-8	5	1
O=C(c1cc(S(=O)(=O)N2CCOCC2)ccc1F)N1CCC2(CC1)OCCO2	-4	0.3	20	-8	0.9	-8	1	4	0
NS(=O)(=O)c1ccc(N=Nc2c(O)[nH]c(=S)[nH]c2=O)cc1	-3	-2.6	21	-5	-0.6	32*	2	2	1
COc1ccc(N2C(=O)NC(=O)/C(=C/c3ccc([N+](=O)[O-])s3)C2=O)cc1	1	-0.7	-10	nt	0.2	5	-15	8	nt
O=C(COC(=O)Cc1ccccc1)Nc1ccc(F)cc1	-9	-2.5	32	-1	-2.4	-7	-1	4	3
C=CCN(CC=C)C(=O)Nc1ccc(OCC)cc1	-9	-1.3	28	6	-2.4	-2	-9	3	7
CC(/C=C(\C)Nc1ccccc1)=Nc1ccccc1	-20	-0.8	-6	-14	-2.6	2	14	-2	2
CC(C)(C)NC(=S)N1CCn2cccc2C1c1cccnc1 (stereo unspecified)	0	-2.1	-7	5	-1.1	6	-1	9	4
Cc1cc(NC(=O)COC(=O)c2c(C)nn(Cc3ccccc3)c2C)no1	-5	-3.2	20	-2	0.2	1	0	3	4
Cc1ccc2c(c1)N(CCC(=O)N1CCC3(CC1)OCCO3)C(=O)CO2	-2	-2.7	-3	14	-4.2	-6	-2	2	-1
O=C(Nc1nc(-c2ccccc2)c(-c2ccccc2)s1)c1ccc(S(=O)(=O)N(CCCl)CCCl)cc1	-10	-2.8	8	14	-1.2	-7	-12	-1	1
O=S(=O)(c1ccc(Cl)cc1)N1CC1c1ccccc1 (stereo unspecified)	-11	-1.6	6	7	-2.7	-1	1	-2	4
CCOc1ccc(Cl)cc1CNCCc1ccccc1F	33*	-1.5	48	nt	-1.7	2	-15	9	2
CCC(=O)c1cn(Cc2ccccc2C#N)c2ccccc12	-6	-3.8	-18	25	-2.1	-9	-14	0	-2
CN1CCC(=O)N(CCN=[N+]=[N-])CC1	-4	-3.8	-7	-4	-1.9	0	-12	2	2
O=[N+]([O-])c1cc(Cl)c(O)c(-[n+]2c(-c3ccccc3)cc(-c3ccccc3)cc2-c2ccccc2)c1	-5	-2.8	nt	0	-2.4	4	-12	-1	-1
CC(=O)c1cccc(NC(=O)N2C[C@H]3C[C@@H](C2)c2cccc(=O)n2C3)c1	-4	-3.2	-18	-1	-2.9	-4	-2	8	-4
COc1ccc(C2NCCc3[nH]cnc32)cc1 (stereo unspecified)	-7	-2.9	26	0	-1.4	-10	-5	3	6
CC12CCC3C(CCC4C/C(=N/O)CCC43C)C1CCC2O (stereo unspecified)	0	-0.2	1	36	1.9	11	4	5	1
CCC(=NCCCn1ccnc1)c1c(O)n(Cc2ccccc2)c(=O)[nH]c1=O	5	-0.6	-4	-23	0.8	6	-4	8	1
C#CCOc1ccc2c(c1)c(C(C)=O)c(C)n2Cc1ccccc1	-10	-1.8	-3	16	-1.1	-11	-16	8	-8
O=C(COc1ccccc1F)N1CCN(CCN2C(=O)c3cccc4cccc(c34)C2=O)CC1	-11	-2.8	23	1	-0.6	-3	-3	-2	6
COc1ccc2c(c1)c(C(=O)C(C)N1CCCCC1)c(C)n2C (stereo unspecified)	-8	-1.4	-3	3	-1.7	-3	4	1	-1
CN(Cc1c[nH]c2ccccc12)C1CCCCC1	7	2.3	-3	12	0.7	22	5	-10	-1
COc1ccc(C(=O)N2CCCC2=O)cc1	-12	-1.5	4	8	-0.7	4	3	-3	8
Cc1cc(C=C2C(=O)N(C)C(=S)N(C)C2=O)c(C)n1-c1cccnc1	0	3.3	35	6	-3.0	9	-2	5	-2
COc1cc(N2CCOCC2)ccc1/C=C1\C(=O)NC(=O)N(C2CCCCC2)C1=O	0	-3.1	0	9	-2.1	4	1	-4	2
Cc1c(C=O)c2ccccc2n1Cc1ccccc1	2	1.2	45	19	-0.7	9	-1	-1	4
CCC(=Nc1ccc2c(c1)CCC2)c1c(O)n(C2CCCCC2)c(=O)[nH]c1=O	-12	-0.9	-23	26	-0.1	-2	0	-1	-5
Cn1c(O)c(/C=N/NC(=O)c2ccncc2)c(=O)[nH]c1=S	-8	-1.3	7	-2	-1.2	5	0	-5	nt
CCOc1ccccc1C1SCC(=O)Nc2c1c(=O)[nH]n2C(CC)CC (stereo unspecified)	-2	-1.1	18	1	11*	-13	-10	-2	2
CC12CC[C@H]3[C@@H](CCC4(O)C[C@H](O)CCC34/C=N/NC(=O)c3ccccc3O)C1(O)CCC2C1=CC(=O)OC1 (stereo partly specified)	-12	-0.6	8	nt	-3.7	4	-4	0	0

# (continued)
SMILES	GPR7 antagonist	IMP-1 inh	PHOSPHO1 inh	NALP1 inh	VIM-2 inh	M18AAP inhibitor	p-CIP stab down	IDE inh	IDE cell activ
C/C(=N\Nc1ccccc1)c1c(O)n(C)c(=O)n(C)c1=O	6	1.3	-15	28	-1.6	2	-12	9	-1
CCCCNC(=O)NC(C(N)=O)P(=O)(OCC)OCC (stereo unspecified)	-9	0.0	46	2	-0.3	-5	-24	-6	-2
CC(=NCCN1CCOCC1)c1c(O)n(Cc2ccccc2)c(=O)[nH]c1=O	5	-0.1	28	15	-1.2	2	-11	0	4
CCn1cc(CN2CCCC(C(=O)c3sccc3C)C2)cn1 (stereo unspecified)	-16	-2.8	32	13	-3.0	3	1	-5	5
CSC(=Nc1ccccc1)c1c(O)n(C)c(=O)n(C)c1=O	-9	0.3	51	12	-1.6	5	-2	-1	3
Cc1cc(C=C2C(=O)NC(=O)NC2=O)c(C)n1-c1ccc2c(c1)OCO2	0	-2.1	-9	34	0.1	14	-14	-5	-6
Nc1c(C(=O)NCc2ccco2)c2nc3ccccc3nc2n1CCN1CCOCC1	0	-4.7	22	2	0.4	24	1	10	-2
O=C1CN(O)C(c2ccccc2Cl)=c2cc(Br)ccc2=N1	-2	-0.6	28	19	-2.0	-11	-6	-6	3
CCOP(=O)(OCC)C(NC(=O)CC(C)C)C(Cl)(Cl)Cl (stereo unspecified)	-1	-0.8	22	22	-2.0	-2	-10	0	8
O=C(NCc1ccc(C(=O)N2CCC3(CC2)OCCO3)cc1)c1cccc(Br)c1	-15	-2.6	6	-12	-0.8	5	2	-2	-11
O=C1CN(O)C(c2ccccc2)=c2cc(Br)ccc2=N1	-13	-2.1	25	7	-0.8	1	1	3	4
